Pf growth 48h = Primary qHTS for delayed death inhibitors of the malarial parasite plastid, 48 hour incubation | P. falciparum luciferase growth in erythrocytes, 48 h | Potency, µM (titrated, usually from 28.7 µM), for the others: top-dose activity change, negative = inhibition, actives largely listed as inhibitors | actives 5.9% (n = 310,000) | AID 504832, 2011; further: potency means the concentration at half of the fitted maximal effect; on the % scale 0 is the no-effect control and ±100 the full control effect
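Cell-based growth assay: transgenic P. falciparum expressing firefly luciferase, cultured in red cells within RPMI 1640 containing 0.5% w/v Albumax, 24 mM bicarbonate and gentamycin. A drop in luciferase activity indicates inhibition.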
Pf growth 96h = Primary qHTS for delayed death inhibitors of the malarial parasite plastid, 96 hour incubation; P. falciparum luciferase reporter growth, 96 h; Potency, µM (top dose mostly 28.7 µM), inactives show at the top dose activity change, negative = inhibition, actives largely listed as inhibitors; actives 6.9% (n = 320,000); AID 504834, 2011; further: potency means the concentration at half of the fitted maximal effect; on the % scale 0 is the no-effect control and ±100 the full control effect
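Cell-based qHTS: luciferase-tagged P. falciparum in erythrocytes (2% hematocrit, 0.05% parasitemia final) incubated with compounds for 96 hours, 37 C, 5% CO2; luciferase detection reagent then added and luminescence measured.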
Shiga inhibitor = A qHTS for Small Molecule Inhibitors of Shiga Toxin | Vero cells, Shiga toxin protein synthesis inhibition reporter | inhibition, % at 38.7 µM | actives 9.2% (n = 290,000) | AID 2315, 2010; in the data active means inhibition mostly above about 28%, no sharp cut-off; inactive means mostly below about 43%; further: 0% is about no effect
HCV inh = qHTS Assay for Inhibitors of Hepatitis C Virus (HCV). actives 3.4% (n = 340,000). AID 651820, 2012. Huh7.5.1 HCVcc-Cre infection, luciferase reporter, 44 h. Potency, µM (top dose mostly 41.8 µM), without a hit: top-dose activity change, negative = inhibition, hits mostly inhibitors; further: potency means the concentration at half of the fitted maximal effect; on the % scale 0 is the no-effect control and ±100 the full control effect
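Infectious HCV cell culture screen: compound-treated cells (1,000/well, pre-plated 4 h) are infected with HCVcc-Cre at roughly 0.5 moi and grown 44 h. Infection is quantified by luciferase signal after 15 min substrate incubation at room temperature.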
CHX counter = Cycloheximide Counterscreen for Small Molecule Inhibitors of Shiga Toxin | cell reporter, cycloheximide protein synthesis inhibition counterscreen | max response, % | actives 12% (n = 300,000) | AID 2314, 2010; in the data active means max response mostly above about 13%, no sharp cut-off; inactive means mostly below about 14%; further: read at 38.3 µM for the half of the compounds with a filed dose; 0% is about no effect
TbPYK inhibitor = qHTS of Trypanosoma Brucei Inhibitors | pyruvate kinase (Trypanosoma brucei), Q57TT1 | TbPYK enzyme, Kinase-Glo Plus ATP luminescence, 45 min | Potency, µM (highest dose often 76.8 µM), for the others: at the top dose activity, negative = inhibition, usual class: inhibitors | actives 0.12% (n = 410,000) | AID 624173, 2012; further: potency means the concentration at half of the fitted maximal effect; on the % scale 0 is the no-effect control and ±100 the full control effect; nearly all actives have a fitted effect of over 50% in size
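Screened from lowest to highest concentration, compounds were pinned into TbPYK/substrate mixtures, and ADP (130 uM final) was added. Plates sat at room temperature for 45 min prior to Kinase-Glo Plus detection by luminescence.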
LmPK inh = qHTS Assay for Inhibitors of Leishmania Mexicana Pyruvate Kinase (LmPK); Q27686; purified LmPK, Kinase-Glo ATP luminescence, 1 h; Potency, µM (highest dose often 57.5 µM), for inactives: at the highest dose activity change, negative = inhibition, hits mostly inhibitors; actives 0.37% (n = 290,000); AID 1721, 2009; further: potency means the concentration at half of the fitted maximal effect; on the % scale 0 is the no-effect control and ±100 the full control effect
Target sequence (Q27686 whole entry, looked up): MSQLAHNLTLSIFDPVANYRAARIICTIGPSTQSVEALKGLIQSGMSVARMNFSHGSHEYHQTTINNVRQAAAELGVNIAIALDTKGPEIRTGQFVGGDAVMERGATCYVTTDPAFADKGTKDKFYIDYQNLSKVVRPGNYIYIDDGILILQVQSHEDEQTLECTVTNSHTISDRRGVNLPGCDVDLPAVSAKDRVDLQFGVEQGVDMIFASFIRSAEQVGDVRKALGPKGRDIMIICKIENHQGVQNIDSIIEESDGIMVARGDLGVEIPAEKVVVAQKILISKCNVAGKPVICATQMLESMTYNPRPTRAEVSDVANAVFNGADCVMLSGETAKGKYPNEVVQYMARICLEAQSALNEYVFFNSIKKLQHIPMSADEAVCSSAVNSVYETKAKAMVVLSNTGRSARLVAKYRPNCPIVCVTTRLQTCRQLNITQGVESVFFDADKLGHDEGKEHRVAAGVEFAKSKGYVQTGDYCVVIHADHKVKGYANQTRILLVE
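Screened at intermediate enzyme activity to detect both inhibitors and activators: LmPK at 0.1 nM, with a 0.5 nM enzyme column as activation reference. PEP 0.5 mM, ADP 0.1 mM; ATP detected by luminescence after 1 h.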
Starred values were filed as active, the others as inactive; ? = inconclusive; / = no result given; & = joins results of further samples; [ ] = another dose, or the depositor's remark. Unless noted, the call rests on the fitted dose curve; in most records, active means well fitted curve in the direction sought with a large enough effect; inconclusive means small, poorly fitted or top-dose-only effect, or another doubt; inactive means no such curve, though single readings can be large; an effect the other way counts as inactive or inconclusive. Not a hit list; 24% or so of the library scored in one or more.

SMILES	Pf growth 48h	Pf growth 96h	Shiga inhibitor	HCV inh	CHX counter	TbPYK inhibitor	LmPK inh
CCCCCCC(=O)N1C/C=C\C(c2ccc(OC)cc2)N(Cc2ccc(F)cc2)C(=O)C1 (stereo unspecified)	?	?	22&-3	-2%	8&-3	3%	5%
Cc1cccnc1NC(=O)CNC(=O)c1sc2ccccc2c1Cl	77%[activator]	45%[activator]	/	-10%	/	-13%	/
COc1ccc(-c2csc(NC(=O)c3ccc(OCC(=O)N4CCOCC4)c(OC)c3)n2)cc1	-5%	?	43	?	30	-2%	3%
C=CCNc1oc(-c2cccs2)nc1S(=O)(=O)c1ccccc1	-10%	66%[1.15 µM]	-10	-12%	9	0%	0%
CC1CCCN(C(=O)CCc2nnc(-c3ccc4c(c3)OCO4)o2)C1 (stereo unspecified)	24%	?	101*	10%	37*	-10%	-6%
O=C(O)c1ccc(OCCCCCCOC2CCCCO2)cc1 (stereo unspecified)	0%	12%	-6	6%	-2	-10%	3%
CCC(=O)Nc1cccc(NC(=S)NC(=O)c2ccccc2)c1	151%[activator]	342%[activator]	16*	1%	54*	5%	-1%
CCOc1ccc(N/C(C)=C/C(=O)c2ccc(C)o2)cc1	/	?	4	12%	7	/	-4%
O=[N+]([O-])c1ccc(N2CCN(S(=O)(=O)c3ccccc3)CC2)cc1N1CCc2ccccc2C1	6%	?	-19	?	0	8%	3%
CCCC1CC(C(=O)NC(C(C)Cl)C2OC(SC)C(O)C(O)C2O)N(C)C1 (stereo unspecified)	0.083µM*	0.0029µM*	-3	-18%	-2	-4%	-9%
Cn1c(=O)c2c(nc(N3CCN(c4ccc([N+](=O)[O-])cc4)CC3)n2C)n(C)c1=O	?	?	2	?	1	1%	-4%
CS(=O)(=O)c1ccc(C(=O)OCC(=O)Nc2cccc(S(=O)(=O)N3CCCC3)c2)cc1	?	0%	/	-2%	/	-7%	/
O=C(OCC1CC(c2ccccc2)=NO1)c1ccc(Cl)cc1 (stereo unspecified)	3%	22%	24	-4%	-3	-2%	-1%
CCOC(=O)N1CCC(N2C(=O)c3ccc(C(=O)O)cc3C2=O)CC1	/	-18%	-8	19%	-6	5%	1%
Nc1nc2n(n1)C(c1cccc(Br)c1)CC(c1ccccc1)N2 (stereo unspecified)	-8%	?	2	-9%	-2	2%	0%
O=C(O)c1n[nH]c2c1CCCCC2	13%	8%	25	8%	8	7%	-2%
COc1cc(CNS(=O)(=O)c2ccc3c(c2)CC(C)N3C(C)=O)cc(OC)c1OC (stereo unspecified)	?	5.9µM*	-8	-21%	7	4%	5%
O=C(Cc1ccc([N+](=O)[O-])cc1)Nc1ccc2c(c1)C(=O)NC2=O	14%	36%[activator]	23	16%	-4	1%	-3%
CCCCNS(=O)(=O)c1cc(-c2nn(C)c(=O)c3ccccc23)ccc1C	13µM*	14%	-5	?	2	-2%	-1%
CN1CCN(c2cc(N3CCN(C(=O)c4ccco4)CC3)c3c4c(onc24)-c2ccccc2C3=O)CC1	?	45%[activator]	-19	?	1	-6%	-8%
COc1ccc(-n2ncc3c(N4CCN(c5cccc(C)c5C)CC4)ncnc32)cc1	1%	50%[activator]	-3	-1%	1	-3%	-3%
CCN(CC(=O)Nc1ccccc1OC)C(=O)C1CCCC1	-25%	?	/	15%	/	2%	/
COC(=O)C1=CN(c2ccc(OC)cc2)C=C(C(=O)OC)C1c1cc(OC)c(OC)cc1OC	24%	4.1µM*	-15	-14%	-2	-8%	-14%
Cc1cccc(OC(C)c2ccnc3nc(/N=C/N(C)C)nn23)c1 (stereo unspecified)	?	?	-10	/	1	2%	0%
CC1CCN(Cc2c(C#N)c3ccccc3n2C)CC1	-15%	/	-7	-3%	-3	-21%	3%
O=C(c1cc([N+](=O)[O-])ccc1N1CCN(S(=O)(=O)c2ccc(Cl)c(Cl)c2)CC1)N1CCOCC1	?	?	-14	0%	1	-14%	-2%
COc1ccccc1N1CCN(S(=O)(=O)c2c(C)ccc3nsnc23)CC1	?	-4%	10	-4%	2	4%	3%
COc1ccc(OCC(O)CNC(=O)Nc2ccc(Cl)cc2)cc1 (stereo unspecified)	-2%	10%	-10	?	0	3%	2%
CCc1nc(N=C(N)N)nc2ccccc12	3.3µM*	7%	-1	/	-1	/	6%
CCOc1cc(/C=N/NC(=O)CCc2n[nH]c(=O)[nH]c2=O)ccc1O	8%	38%[activator]	-6	9%	1	-5%	-2%
Cc1ccc(Cl)c(NC(=S)N(CCCN2CCOCC2)Cc2ccco2)c1	?	?	-9	15%	-1	5%	6%
COc1ccc(Cl)cc1NC(=O)CN(C)C(=O)c1ccc(-n2nc(C)cc2C)cc1	?	?	/	?	/	-10%	/
CC(C)n1nnnc1SCC(=O)NC1CCCC1	51%[activator]	5.2µM*	14	8%	8	-5%	-1%
O=C(CSc1nc(=O)n(CCCN2CCOCC2)c2c1CCC2)Nc1ccc([N+](=O)[O-])cc1	?	?	/	?	/	1%	/
CNC(=S)N(CCCn1ccnc1)Cc1c(F)cccc1Cl	?	?	27	6%	-3	-2%	1%
COc1ccc(C2C(C#N)=C(N)Oc3c2c(-c2ccccc2)nn3-c2ccccc2)c(OC)c1OC (stereo unspecified)	-23%	?	33	38%[activator]	0	-7%	7%

Taken from above.
O=C(c1cc([N+](=O)[O-])ccc1N1CCN(S(=O)(=O)c2ccc(Cl)c(Cl)c2)CC1)N1CCOCC1 in TbPYK inhibitor is listed with -14%
COc1ccc(Cl)cc1NC(=O)CN(C)C(=O)c1ccc(-n2nc(C)cc2C)cc1 in TbPYK inhibitor is listed with -10%
COc1ccccc1N1CCN(S(=O)(=O)c2c(C)ccc3nsnc23)CC1 in LmPK inh is listed with 3%

Returning to the listing, repeating the 2 entries before the break.
SMILES	Pf growth 48h	Pf growth 96h	Shiga inhibitor	HCV inh	CHX counter	TbPYK inhibitor	LmPK inh
CNC(=S)N(CCCn1ccnc1)Cc1c(F)cccc1Cl	?	?	27	6%	-3	-2%	1%
COc1ccc(C2C(C#N)=C(N)Oc3c2c(-c2ccccc2)nn3-c2ccccc2)c(OC)c1OC (stereo unspecified)	-23%	?	33	38%[activator]	0	-7%	7%
O=C(COC(=O)C1CC1)NCc1ccccc1	1%	29%	/	8%	/	-5%	/
COC(=O)c1ccc(OCC(O)CN2CCN(C(=O)c3ccco3)CC2)cc1 (stereo unspecified)	?	-12%	-8	16%	10	2%	1%
CN(C)c1ccc(C(CNC(=O)c2ccccc2F)c2c[nH]c3ccccc23)cc1 (stereo unspecified)	?	?	3	-11%	6	-6%	-6%
COc1cc2c(cc1OC)/C(=C/C(=O)c1cccc([N+](=O)[O-])c1)NCC2	?	?	-3	?	-1	0%	-6%
COc1ccc2cc(C(c3nnnn3C3CCCC3)N3CCc4ccccc4C3)c(=O)[nH]c2c1 (stereo unspecified)	-15%	/	28	-15%	-3	0%	4%
Cc1cc(N2CCN(C)CC2)nc2ccc(NC(=S)N3CCOCC3)cc12	?	186%[activator]	-15	?	12	-5%	-1%
COC(=O)c1ccc(C2C(C(=O)Nc3ccc(C)cc3C)=C(C)Nc3ncnn32)cc1 (stereo unspecified)	/	24%	-8	-26%	2	-4%	1%
COc1ccc(OC)c(NC(=O)Cn2c(=O)oc3ccccc32)c1	7%	?	-10	8%	-1	-8%	-8%
CS(=O)(=O)N1CCC(C(=O)Nc2ccccc2Cl)CC1	4%	-12%	-6	-2%	-2	1%	-6%
CN(C)CCn1c2c(c(SCC(=O)Nc3ccc4c(c3)OCCO4)nc1=O)CCC2	-8%	6%	/	11%	/	0%	/
COc1ccc(-c2ccc(C#N)c(SCC(=O)Nc3sc4c(c3C#N)CCC4)n2)cc1OC	/	?	-11	?	1	-3%	4%
COc1c(Br)cc(Br)cc1C(=O)O	17%	-27%	7	16%	-6	-7%	-2%
S=C(NCc1ccco1)Nc1cccc(Cl)c1Cl	10%	14%	48	-23%	9	-1%	-1%
COc1ccc(NC(=O)c2cc(-c3ccccc3)nc3c2cnn3C(C)C)c(OC)c1	12µM*	?	/	?	/	6%	/
C/C(=C\C(=O)O)CC(=O)O	/	50%[activator]	-11	17%	1	1%	-3%
Cc1ccc(NC(=O)c2cc(-c3ccco3)nc3ccccc23)cc1S(=O)(=O)N1CCOCC1	-145%	?	27	-14%	9	-2%	-5%
CC1=C/C(=N\NC(=S)NCc2ccccc2)CC1	?	?	56*	10%	26*	-1%	0%
CCc1ccc(N(C(=O)c2snc(C(N)=O)c2N)C(C(=O)NCCC(C)C)c2c[nH]c3ccccc23)cc1 (stereo unspecified)	?	296%[activator]	-8	-11%	-1	7%	3%
O=C(CSc1nc2ccc(Cl)cc2[nH]1)NC1CCCC1	-4%	?	-9	-22%	-1	-4%	-7%
CCOc1ccc(NC(=O)NC2CCOC(C)(C)C2)cc1 (stereo unspecified)	?	3%	-19	1%	-3	6%	2%
COCCNC(=O)C(c1ccc(F)cc1)N(CCOC)C(=O)CCC(=O)Nc1nccs1 (stereo unspecified)	-19%	74%[activator]	-15	6%&4%	1	-9%	-7%
COc1cccc(OC)c1C(=O)Nc1cccc(-c2nc3ccccc3[nH]2)c1	14%	33%[activator]	26	?	0	-2%	-5%
c1ccc2c(CNC3CCCCCC3)c[nH]c2c1	/	10µM*	-29	8%	-1	3%	-8%
COc1ccc(CCNC(=O)c2cc(-c3ccccc3OC)on2)cc1OC	?	/	43	/	15	3%	11%
CN(c1ccccc1C(=O)NC1CC2CCC1C2)S(=O)(=O)c1ccccc1 (stereo unspecified)	?	?	13	6%	-3	-10%	1%
Cn1c(CN2CCN(C(=O)c3ccccc3Cl)CC2)nc2cc([N+](=O)[O-])ccc21	4%	-11%	-6	-12%	-4	3%	7%
O=C(CSc1nc2c(c(=O)n1-c1ccc(Cl)cc1)SCC2)N1CCCC1	-7%	19%	-20	13%	-1	2%	-12%
Cc1ccc(NC(=O)CCN2CCC(Cc3ccccc3)CC2)cc1	7.4µM*	10µM*	/	-25%	-3	-1%	1%
CC(=O)c1ccc(N2CCN(C(=O)Cc3ccccc3)CC2)c(F)c1	6%	-14%	-5	-11%	5	-7%	2%
COc1ccc(NS(=O)(=O)c2cc(NC(=O)c3nn(C)c(=O)c4ccccc34)ccc2OC)cc1	0%	0%	19	?	-1	2%	11%
Cc1ccc(S(=O)(=O)N2[C@@H](c3ccc(Cl)cc3)C(C(=O)O)=CC[C@H]2c2cccc(Cl)c2)cc1	-17%	45%[activator]	/	17%	/	2%	/
CC(C)CNS(=O)(=O)c1ccc(CCC(=O)N2CCN(c3ccccc3)CC2)cc1	-20%	-7%	-8	?	-1	-1%	2%
CC(C)(C)NC(=O)CN(Cc1ccc(F)cc1)C(=O)Cn1nnc(-c2ccc(F)cc2)n1	-10%	-3%	-10	8%	-3	0%	-3%
CCN(CC(=O)NCc1cccs1)C(=O)COc1ccccc1C#N	-26%	?	/	-2%	/	-5%	/
CC(C)C(NC(=O)c1ccc(C(C)(C)C)cc1)C(=O)O (stereo unspecified)	21%	3%	11	12%	-1	/	2%
O=C(NC1CCCCC1)C1(S(=O)(=O)c2ccc(Cl)cc2)CC1	-8%	25%	-4	13%	-5	9%	-4%

Screens: PubChem, National Center for Advancing Translational Sciences (NCATS)
